From PubChem
MOR-DOR ag: agonists of OPRM1-OPRD1 heterodimerization, primary screen, cell-based, luminescence; cells; activation, % at 9.3 µM; 340,000 tested, 0.3% active; AID 504326, 2011; in the data active means activation above about 18%;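 further: 0% = vehicle-treated cells and 100% = reference agonist; values of inactives mirror those of a sister screen read the other way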
HTR5A ag: HTR5A agonists in luminescence cell assay, primary screen, counter-screen for OPRM1-OPRD1 heterodimer agonist project, full-deck HTS | 5-hydroxytryptamine receptor 5A (Homo sapiens), P47898 | cell-based | activation, % at 9.3 µM | 340,000 tested, 0.61% active; in the data active means activation mostly above about 9.5%, no sharp cut-off; inactive means mostly below about 7.6%;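 further: 0% = cells with vehicle only and 100% = reference agonist; strong numbers were not always called active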
Target sequence (P47898 whole entry, looked up): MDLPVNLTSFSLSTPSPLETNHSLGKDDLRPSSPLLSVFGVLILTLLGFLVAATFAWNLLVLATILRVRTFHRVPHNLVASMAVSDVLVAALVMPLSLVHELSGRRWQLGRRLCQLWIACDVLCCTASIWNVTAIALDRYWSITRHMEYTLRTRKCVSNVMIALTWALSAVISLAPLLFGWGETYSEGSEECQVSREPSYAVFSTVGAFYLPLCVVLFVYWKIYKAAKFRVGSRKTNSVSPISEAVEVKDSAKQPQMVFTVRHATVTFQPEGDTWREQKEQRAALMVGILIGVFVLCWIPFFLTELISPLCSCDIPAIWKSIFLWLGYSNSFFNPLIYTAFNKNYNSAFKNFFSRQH
HTR5A inv ag: HTR5A inverse agonists in luminescence cell assay, primary screen, counter-screen for OPRM1-OPRD1 heterodimer inverse agonist project, full-deck HTS. 5-hydroxytryptamine receptor 5A (Homo sapiens), P47898. HTR5A cell line, inverse agonism. inhibition, % at 9.3 µM. 340,000 tested, 0.083% active; in the data active means inhibition mostly above about 23%, no sharp cut-off; inactive means mostly below about 18%;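 further: 0% = cells with DMSO and 100% = no-cell wells with DMSO; some compounds called inactive have numbers as strong as hits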
LANA DNA inh: inhibitors of KSHV C-LANA binding to DNA, primary screen, biochemical, fluorescence polarization, FAM-LBS DNA, MBP-C-LANA, single point. Kaposi's sarcoma herpesvirus LANA C-terminal domain (residues 932-1162) DNA binding. inhibition, % at 9 µM. 340,000 tested, 0.078% active;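 active means highest replicate inhibition at or above 60% at 9 µM, even if other replicates fall short; inactive means all replicates below 60% inhibition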;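 further: 0% = neutral control wells and 100% = 4 µM acridine orange control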
RTF Ca sens act: cardiac RTF calcium sensitivity activators, primary screen, biochemical, IANBD-TnC fluorescence, EC20 calcium; IANBD-labeled TnC RTF fluorescence at EC20 calcium; 0% EC20 calcium, 100% full calcium; activation, % at 7.2 µM; 340,000 tested, 0.24% active;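 active means activation above the mean over all tested compounds plus 3 SD, cut at about 30% in these data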;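 further: rise in fluorescence read as greater calcium sensitivity of cardiac thin filaments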
CAL-PDZ inh HTS: untagged CAL PDZ binding inhibitors, primary screen, biochemical, fluorescence polarization, HTS. purified CAL PDZ, TMR-peptide fluorescence polarization, 1 h. inhibition, % at 24.9 µM. 300,000 tested, 0.92% active. AID 602252, 2012;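 active means mean inhibition of at least 30% with at least half of replicates also reaching 30%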;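 further: 0% = DMSO neutral control and 100% = excess unlabeled competitor peptide PRC23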
MOR-DOR inv ag: inverse agonists of MOR-DOR heterodimerization, primary screen, cell-based, luminescence. Mu-type opioid receptor (Homo sapiens) + Delta-type opioid receptor (Homo sapiens), …. cell-based MOR-DOR heterodimer luminescence, inverse agonism. inhibition, % at 9.3 µM. 340,000 tested, 0.21% active. AID 504357, 2011; in the data active means inhibition above about 22%, passing the limit was not always enough;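 further: 0% = cells with DMSO and 100% = wells without cells with DMSO; values of inactives mirror those of a sister screen read the other way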
Keap1-Nrf2 PPI: Keap1-Nrf2 protein-protein interaction inhibitors, primary screen, biochemical, fluorescence polarization, single point | Kelch-like ECH-associated protein 1 (Homo sapiens), Q14145 | Keap1 Kelch-Nrf2 peptide fluorescence polarization, 1536-well | inhibition, % at 9.4 µM | 340,000 tested, 0.15% active | AID 504523, 2011; in the data active means inhibition above about 12%;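 further: human Keap1 Kelch domain with fluorescein labeled Nrf2 9mer peptide probe; 0% = neutral control wells and 100% = peptide positive control; higher means more block of Keap1 binding to Nrf2 peptide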
Target sequence (Q14145 whole entry, looked up, the tested form may be a part): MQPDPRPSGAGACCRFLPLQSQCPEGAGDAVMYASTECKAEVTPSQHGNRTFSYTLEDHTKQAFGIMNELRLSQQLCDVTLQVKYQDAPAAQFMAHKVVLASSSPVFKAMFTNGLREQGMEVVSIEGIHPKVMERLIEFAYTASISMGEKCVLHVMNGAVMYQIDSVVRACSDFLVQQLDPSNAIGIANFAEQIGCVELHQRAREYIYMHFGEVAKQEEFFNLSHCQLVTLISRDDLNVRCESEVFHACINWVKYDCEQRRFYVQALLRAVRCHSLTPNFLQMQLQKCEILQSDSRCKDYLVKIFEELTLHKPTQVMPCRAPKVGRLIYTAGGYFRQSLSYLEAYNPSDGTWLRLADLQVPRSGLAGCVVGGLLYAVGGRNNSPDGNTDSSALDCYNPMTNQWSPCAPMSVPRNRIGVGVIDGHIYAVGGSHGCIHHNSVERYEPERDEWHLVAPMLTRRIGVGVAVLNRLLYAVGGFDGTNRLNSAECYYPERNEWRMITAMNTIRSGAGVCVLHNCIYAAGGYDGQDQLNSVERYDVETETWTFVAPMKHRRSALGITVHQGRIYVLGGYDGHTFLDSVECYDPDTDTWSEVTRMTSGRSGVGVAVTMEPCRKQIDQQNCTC
Cardiac RTF inh: cardiac RTF calcium sensitivity inhibitors, primary screen, biochemical, IANBD-TnC fluorescence, EC70 calcium; Troponin I, cardiac muscle (Homo sapiens) + Troponin T, cardiac muscle (Homo sapiens) + …; 340,000 tested, 0.12% active; inhibition, % at 7.15 µM; IANBD-labeled cardiac RTF, Ca2+ fluorescence;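 active means inhibition above the mean inhibition of all tested compounds plus 3 SD, cut at about 17% in these data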;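 further: assay run at fixed EC70 calcium of 1.6 mM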
V-ATPase pH: regulators of yeast V-ATPase proton pumping, primary screen, pHLuorin cytosolic pH fluorescence. S. cerevisiae. response, % at 10 µM. 350,000 tested, 0.37% active; in the data active means response mostly above about 7.3%, no sharp cut-off; inactive means mostly below about 5.4%; further: actives read high; inactives centre near 0; some compounds called inactive have numbers as strong as hits; reference of the scale not given here
An asterisk follows results filed as active; · = not tested or not shown; + = active, no number.

SMILES	MOR-DOR ag	HTR5A ag	HTR5A inv ag	LANA DNA inh	RTF Ca sens act	CAL-PDZ inh HTS	MOR-DOR inv ag	Keap1-Nrf2 PPI	Cardiac RTF inh	V-ATPase pH
COc1cccc(NC(=O)c2ccc(N3C(=O)C4CCC(C)CC4C3=O)cc2)c1 (configuration not stated)	0.1	4	-14	-2.8	-2	0	0	-7	-1	2
Cc1ccc(S(=O)(=O)N2CCN(C(=O)CN3C(=O)c4ccc([N+](=O)[O-])cc4C3=O)CC2)cc1C	-3.0	-1	-4	-0.4	-2	·	12	2	-1	0
OC(c1ccccc1)(c1ccccc1)C1CCN(C(=S)NCCc2ccccc2)CC1	·	·	·	-0.5	·	2	·	2	·	1
COC(=O)c1ccc(N=Nc2c(C)[nH]n(-c3ccccc3)c2=O)cc1	-1.4	6	3	1.5	-7	-4	7	1	0	0
O=C(Nc1cccc(S(=O)(=O)NC2=NCCCCC2)c1)c1ccc(Cl)cc1	-2.3	1	1	-0.7	-5	-2	11	-4	-3	9
CC(C)C1Cc2c(sc3c2c(=O)n(-c2ccccc2)c2n[nH]c(=S)n32)CO1 (configuration not stated)	-2.1	3	-9	-0.1	-3	+	11	-5	3	2
O=C(C[n+]1ccccc1)Nc1ccccc1[N+](=O)[O-]	-2.4	0	0	-0.6	-8	-4	12	-3	0	0
Cc1oc2c(C)c3oc(=O)c(CCC(=O)O)c(C)c3cc2c1-c1ccccc1	-3.9	0	-1	-3.3	-2	-20	18	-3	5	-1
Oc1ccc(Cl)cc1-c1cc(-c2ccco2)[nH]n1	1.1	4	-9	0.6	-1	-2	-5	-1	4	-6
N#CCCN(C(=O)COC(=O)CCc1c[nH]c2ccccc12)c1ccccc1	-3.5	0	-14	-2.1	-7	·	17	-2	3	0
COc1ccc(Cl)cc1C(=O)NCCCn1ccnc1	-0.9	8	-21	-0.8	3	1	5	-3	-9	2
COc1cccc(/C=C/C(=O)OCC(=O)Nc2nnc(-c3ccccc3)o2)c1OC	-4.3	-2	13	-0.4	-3	-3	21	1	1	3
O=C(c1ccccc1F)N(Cc1ccc2c(c1)OCO2)Cc1cc2cc3c(cc2n2nnnc12)OCO3	-1.4	-1	-19	0.4	5	1	8	-3	-3	1
COc1ccccc1OCCn1c(=O)sc2ccccc21	-4.4	3	-6	0.5	-4	-2	23	3	3	-1
O=CN1CCN(C(=O)C(=O)c2cn(CC(=O)N3CCCCC3)c3ccccc23)CC1	-4.1	0	13	-3.3	-1	-1	13	-7	-5	3
CC(C)(C)C(=O)NNc1nc(-c2ccccc2)c2cc(Br)ccc2n1	2.0	3	31	-0.1	6	-2	-10	-2	-5	0
CC(=O)N1CCN(C(=O)c2cccc(S(=O)(=O)N3CCOCC3)c2)CC1	0.5	1	9	-2.5	-2	1	-3	-3	4	4
COc1ccc(C2N(c3ccccn3)C(=O)C3CCCN32)c(OC)c1 (configuration not stated)	-0.8	-1	-7	0.1	6	-3	4	1	-3	5
O=[N+]([O-])c1cccc(N=Nc2ccc(O)cc2O)c1	-2.7	0	-1	3.3	-6	-4	13	2	0	5
COc1cccc(C(C(=O)NC2CCCCC2)N(CCN2CCOCC2)C(=O)C2COc3ccccc3O2)c1 (configuration not stated)	-0.9	-2	19	0.6	3	11	5	-4	-1	3
Cc1cc(C)nc(NS(=O)(=O)c2ccc(NC(=O)NC3CCCCC3)cc2)n1	1.7	3	-9	1.3	-7	·	-9	-3	-8	-1
CCO/C=C1/C(=O)N(CC)c2ccccc21	-0.1	1	9	3.4	2	0	1	0	-2	-2
CCOc1ccccc1CNC(=O)c1ccc2nc(N3CCOCC3)sc2c1	-0.2	-2	7	0.9	5	·	1	3	-7	-19
Cc1ccc(N2C(=O)c3ccccc3C2(O)c2ccccc2)cc1 (configuration not stated)	-0.9	-6	21	-0.5	2	·	5	-8	4	3
OCC1(Cc2cccc(C(F)(F)F)c2)CCN(Cc2cc(F)cc(F)c2)CC1	7.0	2	-5	2.0	2	-5	-35	1	-11	0
(list continues)
SMILES	MOR-DOR ag	HTR5A ag	HTR5A inv ag	LANA DNA inh	RTF Ca sens act	CAL-PDZ inh HTS	MOR-DOR inv ag	Keap1-Nrf2 PPI	Cardiac RTF inh	V-ATPase pH
CSC(=Nc1ccccc1)N=C(SCc1ccccc1)N(C)C	76*	11	-41	-0.9	-3	-4	-333	-4	-1	1
CSCC[C@H](NC(=O)CCNC(C)=O)c1nc2ccccc2[nH]1	-3.8	-1	6	1.0	-2	1	17	0	3	2
Cc1cc(C)c(C#N)c(SCc2cn3ccccc3n2)n1	-1.4	-2	-14	1.7	0	-2	7	-6	8	8
O=C(Nc1ccc(C(=O)NN2C(=O)c3ccccc3C2=O)cc1)c1ccccc1	-3.1	-2	21	-1.5	0	·	15	2	2	0
COC(=O)c1sc(NC(=O)c2ccncc2)nc1C	-1.6	1	13	3.4	1	-5	9	4	-7	0
Cc1ccc(S(=O)(=O)N2CCCCC2)cc1NC(=O)c1cc2ccccc2o1	-1.4	-4	13	-1.2	-8	·	7	-8	0	27*
CC1(C)C(=O)CCC2(C)C1=CCC1C2C(=O)CC2(C)C1CCC2(O)C(=O)CO (configuration not stated)	0.5	1	-5	-0.3	-2	-5	-2	1	3	-2
Cc1cc(NC(=O)c2cccc3ccccc23)cc(C)c1OCC(=O)N1CCOCC1	0.1	0	-20	0.0	1	-7	0	0	-2	3
Cn1c(SCC(=O)Nc2cccc3ccccc23)nc(O)cc1=O	-1.9	1	14	1.9	1	0	12	-3	-39	2
CSc1ccc(Cl)c(C(=O)N2CCN(c3ncccn3)CC2)c1	0.0	-3	8	0.5	-1	-2	0	-2	-5	-1
CC1Cc2ccccc2N1CC(=O)Nc1ccc2c(c1)OC(F)(F)O2 (configuration not stated)	2.7	-4	10	1.0	2	-3	-12	-2	2	2
CC(=O)Nc1ccc(NC(=O)CSc2nc(C)nc3sc(C)c(C)c23)cc1	-0.3	1	9	0.2	8	-1	2	-4	-4	-2
Cc1cc(NS(=O)(=O)c2ccc(NC(=O)CSc3nc4ncc(Cl)cc4[nH]3)cc2)nc(C)n1	-1.5	6	-17	-0.3	0	-4	8	-5	-2	0
Cc1ccc(C)c(Cn2nnc(C(=O)Nc3ccc4c(c3)OCCO4)c2N)c1	2.9	1	-4	2.8	-3	-21	-19	0	7	-2
Cc1cc(NC(=O)c2cnn3c(C(F)(F)F)cc(-c4ccc(Br)cc4)nc23)no1	-4.2	0	-3	0.7	-3	-3	23	0	12	0
O=C(OCCOc1ccccc1)c1cc(S(=O)(=O)N2CCOCC2)ccc1Cl	2.9	-1	2	-0.3	-2	1	-12	-1	5	3
O=C(NCc1ccc2c(c1)OCO2)c1ccc2snnc2c1	-1.0	0	8	1.6	-4	-3	6	5	3	-2
Cc1ccc(S(=O)(=O)Nc2ccccc2C(=O)Nc2sccc2C(=O)NN(C)C)cc1	-0.2	2	0	-0.3	-2	·	1	0	-5	4
CN(C)c1ccc(/C=C/c2ccc3ccccc3n2)cc1	-0.3	3	-10	0.4	42*	100*	1	-6	-50	-4
O=C(COC(=O)/C=C/c1ccc(Cl)cc1)NCCC1=CCCCC1	-1.7	-4	9	0.4	-4	-5	9	-1	-5	4
O=C(COc1ccc2ccccc2c1)N[C@@H](C(=O)O)c1ccc(O)cc1	0.6	4	-14	-2.4	4	1	-3	-7	-8	2
Cc1cc(C)cc(N2C(=O)C3C4C=CC(C4)C3C2=O)c1 (configuration not stated)	-0.4	2	-8	1.4	2	-2	2	1	-1	2
COc1ccc(-c2cc3cc(OC)c(OC)cc3c(C)n2)cc1	-1.9	8	21	0.0	7	-9	10	-4	-10	4
Cn1cc(C=C2C(=O)OC3(CCCCC3)OC2=O)c2ccccc21	0.6	3	-18	2.9	11	·	-3	-9	-9	-2
CCN(CC)CCC(O)(c1ccccc1)C1CCCCC1 (configuration not stated)	-3.3	6	-16	0.3	1	-7	17	-1	-6	-4
Additional results follow.
SMILES	MOR-DOR ag	HTR5A ag	HTR5A inv ag	LANA DNA inh	RTF Ca sens act	CAL-PDZ inh HTS	MOR-DOR inv ag	Keap1-Nrf2 PPI	Cardiac RTF inh	V-ATPase pH
CCCC(=O)c1cc2c(cc1NC(=O)c1ccccc1F)OCCO2	1.4	-3	9	1.6	-5	4	-6	0	-3	-1
CCCCNC(=O)NC12CC3CC(CC(C3)C1)C2	-0.2	-1	-6	-1.2	-3	0	1	1	-7	·
Cc1ccc(CNC(=O)c2ccc(COc3ccccc3)cc2)cc1	0.9	4	-9	-1.0	8	-2	-5	-7	-14	-2
OC[C@H]1O[C@@H](n2cnc3c(NCc4ccco4)ncnc32)[C@H](O)[C@@H]1O	-0.3	0	2	2.7	-1	1	2	-2	5	-71
CCC(=O)Nc1c(C(=O)Nc2ccc3c(c2)OCCO3)oc2ccccc12	-0.4	0	11	1.3	3	-3	2	6	-19	-3
CCCCCn1c(=O)[nH]c2c(c1=O)CCC2	1.3	6	6	-0.2	-1	-8	-7	2	0	1
CCOC(=O)N1CCN(C(=O)Nc2cccc(Cl)c2)CC1	0.8	-1	9	0.2	1	·	-4	-1	-8	4
CCCc1ccc2oc(C(=O)N3CCC(COC)C3)c(C)c2c1 (configuration not stated)	0.5	2	-7	0.3	4	-4	-2	2	-6	-2
CCN(CC)CCN1C(=O)c2ccccc2NC1c1cc(OC)c(OC)c(OC)c1 (configuration not stated)	-0.6	0	6	1.1	3	-2	3	2	-1	1
COCCn1c(C)cc(C(=O)COc2ccc(C)nc2[N+](=O)[O-])c1C	1.0	-5	2	2.4	-1	1	-7	-5	-7	5
CCc1ccc(NC(=O)C/C(C)=N/NC(=O)COc2ccc(C)cc2Br)cc1	3.3	4	-15	0.0	-2	·	-27	2	0	-3
CC(=O)c1ccc(S(=O)(=O)NCCC(=O)NC2CCN(Cc3ccccc3)CC2)cc1	-0.6	6	-24	·	-6	4	3	-3	4	1
Cc1ccc(C(=O)NCC(=O)NC2CCCCCC2)cc1	-1.8	3	-8	0.1	13	12	9	-8	-1	13
O=C(CSc1nc2ccccc2[nH]1)NC1CCCc2ccccc21 (configuration not stated)	-0.8	2	-18	-0.2	11	-3	4	1	-7	4
COC(=O)c1cccc(NC(=O)CCN2C(=O)C3CC=CCC3C2=O)c1 (configuration not stated)	-0.1	-3	13	0.0	4	·	1	-1	-1	-1

Look-ups from the results shown.
`O=C(OCCOc1ccccc1)c1cc(S(=O)(=O)N2CCOCC2)ccc1Cl` @ HTR5A ag: -1
`Cc1cc(NC(=O)c2cccc3ccccc23)cc(C)c1OCC(=O)N1CCOCC1` @ MOR-DOR ag: 0.1
`Cc1ccc(S(=O)(=O)N2CCN(C(=O)CN3C(=O)c4ccc([N+](=O)[O-])cc4C3=O)CC2)cc1C` @ Keap1-Nrf2 PPI: 2
